SUMO Mot1 rescue: yeast Mot1-301 growth rescue at high temperature, primary screen, SUMOylation pathway inhibitor project, S. cerevisiae, ATP luminescence, 38.5C. growth rescue, % at 18.8 µM. 1% of 320,000 active. AID 2716, 2010. S. cerevisiae Mot1-301 growth rescue; percent above DMSO median, 100 means doubled;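 active = every valid replicate shows activation above 250% relative to neutral control wells; inactive = the rest, any valid replicate at or below 250%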;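 also: OY570 slx delta 5 strain wells were the positive control but not used for scaling; some compounds called inactive have numbers as strong as hits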
DAGLB inh: DAGLB lipase inhibitors, primary screen, biochemical, fluorescence, HTS; Diacylglycerol lipase-beta (Homo sapiens), Q8NCG7; HEK293T DAGLB membrane lysate, EnzChek fluorogenic substrate; inhibition, % at 5.17 µM; 0.059% of 340,000 active; AID 504411, 2011; in the data active = inhibition above about 34%;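 also: 0% = enzyme with vehicle and 100% = wells lacking enzyme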
AddAB inh: growth inhibition of E. coli expressing H. pylori AddAB, primary screen, AddAB inhibitor project, absorbance; inhibition, % at 11.9 µM; 0.29% of 330,000 active; AID 435030, 2010; in the data active = inhibition above about 12%;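 also: 0% = vehicle wells of infected cells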
PKA-R2B act: activators of PKA-R2B holoenzyme, primary screen, biochemical, fluorescence polarization, Cy5-IP20, human | PKA-R2B holoenzyme dissociation; R2B truncated from residue 108, S112A mutant; 0% DMSO only, 100% 113 µM cGMP | activation, % at 11.4 µM | cAMP-dependent protein kinase catalytic subunit beta (Homo sapiens) + cAMP-dependent … | 0.079% of 340,000 active;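 active = activation above a cutoff set at the mean over all compounds plus 3 SD, cut at about 18% in these data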;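 also: higher means more holoenzyme dissociation and a rise in polarization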
phage Ecoli inh: growth loss of phage-infected E. coli, primary screen, RecBCD inhibitor project, absorbance, with phage, HTS; inhibition, % at 11.9 µM; 0.26% of 360,000 active; AID 651602, 2012; in the data active = inhibition above about 11%
HTR5A ag: HTR5A agonists in luminescence cell assay, primary screen, counter-screen for OPRM1-OPRD1 heterodimer agonist project, full-deck HTS | cell-based | AID 504692, 2011 | 0.61% of 340,000 active | activation, % at 9.3 µM; in the data active = activation mostly above about 9.5%, no sharp cut-off; inactive = mostly below about 7.6%;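 also: 0% = cells with vehicle only and 100% = reference agonist; strong numbers were not always called active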
Target sequence (P47898 whole entry, looked up): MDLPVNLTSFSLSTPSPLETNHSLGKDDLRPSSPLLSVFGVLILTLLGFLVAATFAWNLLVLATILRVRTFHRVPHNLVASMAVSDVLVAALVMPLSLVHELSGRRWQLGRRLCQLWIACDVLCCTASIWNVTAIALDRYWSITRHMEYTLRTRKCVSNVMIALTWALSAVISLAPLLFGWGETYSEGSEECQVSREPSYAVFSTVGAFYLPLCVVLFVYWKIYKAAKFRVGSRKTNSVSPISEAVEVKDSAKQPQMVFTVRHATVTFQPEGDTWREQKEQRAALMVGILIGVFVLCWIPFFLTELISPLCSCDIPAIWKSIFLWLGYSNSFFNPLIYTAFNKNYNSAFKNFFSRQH
Tat transport: E. coli Tat export inhibitors, primary screen, MC4100, TorA-mCherry reporter, fluorescence, single point; inhibition, % at 10 µM; 0.036% of 340,000 active; AID 488895, 2010;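 active = mean replicate inhibition at least 50% and at least half of replicates individually reaching 50%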;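 also: exported cargo escapes ClpAP degradation while cytoplasmic cargo is degraded and loses fluorescence; 0% = median of neutral control wells and 100% = median of NaSCN control wells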
PKA-R1A activ: activators of PKA-R1A holoenzyme, primary screen, biochemical, fluorescence polarization, Cy5-IP20, bovine R1A, mouse PKAc; PKA-R1A dissociation; scaled: DMSO 0%, 113 µM cGMP 100%; 0.083% of 340,000 active; activation, % at 11.4 µM; cAMP-dependent protein kinase type I-alpha regulatory subunit (Bos taurus) + …;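 active = percent activation above the mean of all tested compounds plus 3 SD, cut at about 19% in these data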;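 also: higher means more PKAc released from R1A so a rise in polarization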
E coli growth: E. coli V3065 growth inhibition, primary screen, counter-screen for AddAB inhibitor project, absorbance, OD600 | AID 449728, 2010 | inhibition, % at 11.9 µM | 18 h | 0.27% of 330,000 active;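 active = inhibition above the campaign's mean inhibition across all tested compounds plus 3 SD, cut at about 9.9% in these data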;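 also: uninfected addAB+ strain grown without phage in ampicillin broth; 0% = DMSO wells and 100% = ciprofloxacin 0.95 µg/ml wells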
HTR5A inv ctr: HTR5A inverse agonists in luminescence cell assay, primary screen, counter-screen for OPRM1-OPRD1 heterodimer inverse agonist project, full-deck HTS; 0.083% of 340,000 active; AID 504634, 2011; HTR5A cell line, inverse agonism; 5-hydroxytryptamine receptor 5A (Homo sapiens), P47898; inhibition, % at 9.3 µM; in the data active = inhibition mostly above about 23%, no sharp cut-off; inactive = mostly below about 18%;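 also: 0% = cells with DMSO and 100% = no-cell wells with DMSO; some compounds called inactive have numbers as strong as hits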
CDK5 inh: inhibitors of human CDK5/p35 kinase, primary screen, biochemical, single concentration. Cyclin-dependent kinase 5 (Homo sapiens) + Cyclin-dependent kinase 5 activator 1 (Homo …. Recombinant CDK5/p35, ADP-Glo luminescence, 60 min. inhibition, % at 10 µM. 0.01% of 330,000 active. AID 488839, 2010;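 active = highest replicate inhibition of at least 50% and at least 75% of replicates reaching 50%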;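 also: plate controls were DMSO neutral control for no effect and GW8510 at 10 µM for full effect; many of its hits are not listed in these tables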
Target sequence (Q00535 whole entry, looked up): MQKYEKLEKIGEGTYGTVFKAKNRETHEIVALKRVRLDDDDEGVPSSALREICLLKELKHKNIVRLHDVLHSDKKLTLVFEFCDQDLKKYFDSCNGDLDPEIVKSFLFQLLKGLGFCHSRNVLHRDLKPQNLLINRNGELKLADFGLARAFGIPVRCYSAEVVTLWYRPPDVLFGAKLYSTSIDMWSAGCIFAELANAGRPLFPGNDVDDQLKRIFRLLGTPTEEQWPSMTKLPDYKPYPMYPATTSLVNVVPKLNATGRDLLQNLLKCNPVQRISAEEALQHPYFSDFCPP
Target sequence (Q15078 whole entry, looked up): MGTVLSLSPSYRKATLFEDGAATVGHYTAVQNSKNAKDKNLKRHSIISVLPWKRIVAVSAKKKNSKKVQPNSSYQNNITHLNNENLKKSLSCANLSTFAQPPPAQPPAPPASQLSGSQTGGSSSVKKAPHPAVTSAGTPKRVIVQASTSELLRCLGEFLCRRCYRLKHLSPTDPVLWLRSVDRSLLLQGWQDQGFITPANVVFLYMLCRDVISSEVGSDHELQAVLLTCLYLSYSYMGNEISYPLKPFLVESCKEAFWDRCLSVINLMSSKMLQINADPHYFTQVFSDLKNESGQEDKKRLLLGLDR
* hit, by the source's call; / = no result given.

SMILES	SUMO Mot1 rescue	DAGLB inh	AddAB inh	PKA-R2B act	phage Ecoli inh	HTR5A ag	Tat transport	PKA-R1A activ	E coli growth	HTR5A inv ctr	CDK5 inh
O=C(Nc1cccs1)NC1CCCC1	-14	3	2.2	-2	0.5	3	-5	-1	-0.6	-1	0.7
COC(=O)c1nc(NC(=S)NC(=O)c2cccs2)sc1C	-6	0	2.1	-3	3.6	1	2	-10	-1.1	-5	-0.3
O=C(NC1CCCCCC1)C1CCCN(c2ncccn2)C1 (stereo not drawn)	-17	-1	4.0	4	1.2	5	1	6	0.2	-16	0.5
CCC(=O)N=c1ccn(C2=Nc3ccccc3NC2=C(C#N)C#N)cc1	13	6	-0.1	1	1.2	2	3	8	-0.8	-7	0.6
Cc1noc(C)c1COc1ccccc1C(=O)N1CCN(S(=O)(=O)c2cccc([N+](=O)[O-])c2)CC1	-14	0	2.4	1	0.3	-1	-7	-1	-0.9	4	-1.7
COc1ccc(/C=C/C(=O)Nc2ccccc2F)cc1S(=O)(=O)N1CCOCC1	4	0	2.7	-4	1.6	2	-7	-4	0.5	-9	2.0
Cc1ccsc1C(=O)NNC(=S)NC1CCCCC1	15	0	-1.3	-8	0.4	3	-4	11	-2.5	-10	1.5
c1ccc2nc(N3CCN(Cc4ccc5c(c4)OCO5)CC3)cnc2c1	349	-10	4.5	-7	4.1	-1	-2	-9	0.5	4	1.9
Cc1ccccc1NC(=O)Cn1cnc2c(oc3ccccc32)c1=O	2	-1	2.6	0	0.8	-2	-11	0	-3.8	-30	0.1
CC(NC(=O)Cc1c(F)cccc1Cl)C1CCCO1 (stereo not drawn)	-5	-4	-1.0	-9	1.8	1	5	1	0.6	0	-4.8
COc1cccc(OC)c1C(=O)N1CCN(S(=O)(=O)c2ccc(C)cc2)CC1	5	0	2.7	-3	2.4	-2	4	2	1.6	5	1.2
CCOCCCNC(=S)N1CCC(NC(=O)C23CC4CC(CC(C4)C2)C3)CC1	-23	0	1.9	9	3.5	0	1	1	-2.1	-1	1.4
Cc1nn(-c2ccccc2)c(C)c1/C=C/C(=O)OC(C)C(=O)Nc1ncc(Cl)cc1Cl (stereo not drawn)	17	0	0.8	-7	1.5	-1	5	4	0.4	-9	-0.3
CS(=O)(=O)NCC(c1ccco1)N1CCN(c2ccc(F)cc2)CC1 (stereo not drawn)	11	2	3.6	-5	0.6	-6	5	-9	0.1	7	0.4
COc1cc(SC)ccc1C(=O)Nc1ccc2c(c1)OCO2	/	-2	/	1	3.8	6	-7	-12	/	-19	0.3
COC(=O)c1ccccc1NC(=O)Cn1c(-c2nonc2N)nc2ccccc21	-11	-1	1.3	-2	/	/	1	4	-1.7	/	2.9
FC(F)(F)c1cccc(NC(=S)NCC2COc3ccccc3O2)c1 (stereo not drawn)	18	-5	5.4	7	12*	3	-7	5	4.8	-7	0.2
COc1ccc(-c2noc(CCC(=O)NC3CCCCC3)n2)cc1	14	0	0.9	2	1.4	-2	-9	4	-1.9	7	0.6
O=C(CCC(=O)OCc1ccc([N+](=O)[O-])cc1)Nc1ccc(F)cc1	2	-2	5.1	10	3.2	2	5	-4	-0.1	-5	-2.7
CC(C)c1ccc(N2C=Nc3ccc(C(C)C)cc3C2)cc1	-19	-13	0.9	-2	0.4	-4	5	-14	-0.5	28	-1.1
COc1ccc(N2CCN(C(=O)C3CCCN(S(=O)(=O)c4ccc(F)cc4)C3)CC2)cc1 (stereo not drawn)	1	0	0.6	10	0.8	-3	2	-9	-1.4	6	2.3
Cc1cc(C)cc(N(C(=O)c2csnn2)C(C(=O)NC2CCCC2)c2ccccn2)c1 (stereo not drawn)	145	-2	2.3	-7	1.4	2	1	-13	0.4	-5	1.6
CC(C=NNc1ccc([N+](=O)[O-])cn1)=Cc1ccccc1	/	3	/	12	3.4	-3	-4	8	/	11	-0.1
O=[N+]([O-])c1ccccc1Oc1ccc(S(=O)(=O)N2CCOCC2)cc1	-2	-1	-0.4	11	1.7	1	9	-4	-0.7	-4	-3.0
C=CCNC(=O)COC(=O)c1cc(S(=O)(=O)N2CCCCC2)ccc1Cl	7	-2	2.9	12	3.0	-3	-4	-1	-0.4	-5	0.7
COCCn1cnc2c1c(=O)n(CC(=O)OCC#N)c(=O)n2Cc1ccccc1	/	-1	0.0	-3	4.6	-1	-5	14	1.3	23	-0.1
O=C(/C=C/c1ccco1)NCCCN1CCN(CCCNC(=O)/C=C/c2ccco2)CC1	5	0	2.4	1	2.6	1	-6	-7	2.0	-3	0.1
C=CCSc1nnc(NC(=O)CSc2nc3ccccc3[nH]2)s1	6	2	5.7	5	8.1	1	3	3	5.7	-12	0.3
O=C(c1ccc(Cl)c(S(=O)(=O)N2CCOCC2)c1)N1CCN(c2ccccc2)CC1	10	0	-0.1	-3	1.2	5	1	-2	0.4	-20	1.1
COc1ccc(/C(C)=N/NC(=O)CCC(=O)Nc2ccc(Cl)cc2Cl)c(OC)c1	28	-2	2.5	4	5.0	5	-9	6	0.6	-17	-0.1

Taken from the listing, six compounds:
SMILES	SUMO Mot1 rescue	DAGLB inh	AddAB inh	PKA-R2B act	phage Ecoli inh	HTR5A ag	Tat transport	PKA-R1A activ	E coli growth	HTR5A inv ctr	CDK5 inh
C=CCNC(=O)COC(=O)c1cc(S(=O)(=O)N2CCCCC2)ccc1Cl	7	-2	2.9	12	3.0	-3	-4	-1	-0.4	-5	0.7
COCCn1cnc2c1c(=O)n(CC(=O)OCC#N)c(=O)n2Cc1ccccc1	/	-1	0.0	-3	4.6	-1	-5	14	1.3	23	-0.1
O=C(/C=C/c1ccco1)NCCCN1CCN(CCCNC(=O)/C=C/c2ccco2)CC1	5	0	2.4	1	2.6	1	-6	-7	2.0	-3	0.1
C=CCSc1nnc(NC(=O)CSc2nc3ccccc3[nH]2)s1	6	2	5.7	5	8.1	1	3	3	5.7	-12	0.3
O=C(c1ccc(Cl)c(S(=O)(=O)N2CCOCC2)c1)N1CCN(c2ccccc2)CC1	10	0	-0.1	-3	1.2	5	1	-2	0.4	-20	1.1
COc1ccc(/C(C)=N/NC(=O)CCC(=O)Nc2ccc(Cl)cc2Cl)c(OC)c1	28	-2	2.5	4	5.0	5	-9	6	0.6	-17	-0.1

Later entries.
SMILES	SUMO Mot1 rescue	DAGLB inh	AddAB inh	PKA-R2B act	phage Ecoli inh	HTR5A ag	Tat transport	PKA-R1A activ	E coli growth	HTR5A inv ctr	CDK5 inh
CN(C)c1ccc(/C=C2/C[N+](C)(C)C/C(=C/c3ccc(N(C)C)cc3)C2=O)cc1	/	-7	/	-2	1.0	-8	-24	1	/	31	-0.7
CCCC1(c2ccccc2)NC(=O)N(CCN2C(=O)c3ccccc3C2=O)C1=O (stereo not drawn)	-7	-3	0.6	0	/	-3	-1	-5	2.8	10	0.4
CCOc1cccc(/C=N/NC(=O)CC2C(=O)NN=C2C)c1O (stereo not drawn)	10	2	1.0	7	1.8	-3	-6	-2	-2.6	8	3.7
CN1CCN(c2ccc([N+](=O)[O-])c(Sc3nc4ccccc4[nH]3)c2)CC1	-9	4	0.3	-1	/	-2	7	-13	-2.3	17	3.7
[O-]/C(=C(\C(=S)Nc1cccc2ccccc12)[n+]1cccc(CO)c1)c1ccc(Cl)s1	/	3	/	-1	3.2	5	3	8	/	-15	0.8
CCOc1ccc(NS(=O)(=O)c2ccc(NC(=O)c3ccccn3)cc2)cc1	2	-3	0.1	-3	1.4	-3	3	-6	-3.3	-25	1.6
Cc1cc(=O)[nH]c2ccc(S(=O)(=O)N3CCOCC3)cc12	3	2	-1.6	9	2.9	0	0	-6	-0.3	-18	0.4
CCOc1cc(C(c2c(C)[nH][nH]c2=O)c2c(C)[nH][nH]c2=O)cc(Cl)c1O	39	-4	-0.5	-6	2.9	-1	-1	-13	-1.5	5	1.4
Brc1ccc(C2=CC(c3cccs3)n3ncnc3N2)cc1 (stereo not drawn)	-7	-236	3.0	5	4.1	4	-3	-5	0.2	14	-0.4
COc1ccc(CN2C(=O)COc3ccccc32)cc1	0	-5	3.0	1	3.9	-1	-15	0	0.2	2	0.7
S=C1NCN(C2CCCCC2)CN1c1ccccc1	-15	-2	0.2	3	0.4	6	-4	6	0.6	12	-1.3

3 structures already listed, sorted by length of the SMILES, smallest number first.
SMILES	SUMO Mot1 rescue	DAGLB inh	AddAB inh	PKA-R2B act	phage Ecoli inh	HTR5A ag	Tat transport	PKA-R1A activ	E coli growth	HTR5A inv ctr	CDK5 inh
C=CCSc1nnc(NC(=O)CSc2nc3ccccc3[nH]2)s1	6	2	5.7	5	8.1	1	3	3	5.7	-12	0.3
C=CCNC(=O)COC(=O)c1cc(S(=O)(=O)N2CCCCC2)ccc1Cl	7	-2	2.9	12	3.0	-3	-4	-1	-0.4	-5	0.7
Cc1cc(C)cc(N(C(=O)c2csnn2)C(C(=O)NC2CCCC2)c2ccccn2)c1 (stereo not drawn)	145	-2	2.3	-7	1.4	2	1	-13	0.4	-5	1.6
